From PubChem
IDE cell inh – inhibitors of human insulin-degrading enzyme in cells; P14735; HEK cells, FAbetaB cleavage, fluorescence polarization; inhibition, % at 5.59 µM; hit rate 0.41% among 320,000; AID 434962;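 active = percent inhibition above the average of all tested compounds plus 3 SD, set per screening campaign, cut at about 16% in these data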;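 also: IDE supplied by intact live HEK cells; FP after avidin binding of uncleaved biotin substrate so inhibition keeps polarization high; 0% = DMSO wells and 100% = 60 µM reference IDE inhibitor Ii1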
M4 PAM – positive allosteric modulators of human muscarinic M4 receptor; P08173; CHO-K1 hM4/Gqi5, Fluo-8 calcium fluorescence, ACh EC20; 0% = ACh EC20, 100% = maximal ACh; activation, % at 3 µM; hit rate 0.4% among 360,000; AID 624126;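 active = activation above its plate's cutoff, the mean activation of sample wells plus 3 SD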; also: some results filed as inactive read as strong as hits
Target sequence (P08173 whole entry, looked up): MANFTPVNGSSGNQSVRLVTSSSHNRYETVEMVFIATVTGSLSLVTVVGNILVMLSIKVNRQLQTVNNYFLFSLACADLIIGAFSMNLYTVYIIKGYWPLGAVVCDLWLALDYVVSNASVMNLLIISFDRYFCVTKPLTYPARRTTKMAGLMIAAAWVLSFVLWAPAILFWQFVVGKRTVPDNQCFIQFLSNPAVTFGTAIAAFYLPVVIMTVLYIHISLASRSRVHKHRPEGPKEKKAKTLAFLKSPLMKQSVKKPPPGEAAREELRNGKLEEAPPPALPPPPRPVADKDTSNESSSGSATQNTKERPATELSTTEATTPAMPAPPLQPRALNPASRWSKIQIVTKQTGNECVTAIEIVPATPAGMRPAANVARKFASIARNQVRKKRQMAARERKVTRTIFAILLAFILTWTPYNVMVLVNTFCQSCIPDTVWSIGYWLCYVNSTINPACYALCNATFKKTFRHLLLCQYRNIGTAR
CHRM4 antagonist – CHRM4 antagonism in calcium assay. P08173. AID 624125. CHO-hM4 cells, ACh EC80, Fluo-8 calcium fluorescence. hit rate 0.73% among 360,000. inhibition, % at 3 µM;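 active = inhibition above its plate's cutoff, the mean inhibition of sample wells plus 3 SD, cut at about 27% in these data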;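 also: 0% = acetylcholine EC80 with DMSO and 100% = DMSO without agonist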
CRFR2-BP antag – CRF-BP/CRF-R2 complex antagonism. HEK293 CRF-R2/CRF-BP, CRF-induced calcium fluorescence. inhibition, % at 11.8 µM. hit rate 0.59% among 350,000;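 active = inhibition of the ligand-induced calcium signal above about 50% at the single tested concentration, limit read from the data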
CHRM5 agonist – CHRM5 agonism in calcium assay; hit rate 0.19% among 360,000; activation, % at 3 µM; CHO-K1 hM5 cells, Fluo-8 calcium fluorescence; 0% DMSO wells, 100% maximal acetylcholine response; P08912;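 active = activation above the run's mean over test compounds plus 3 SD, cut at about 23% in these data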;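 also: signal is peak over basal fluorescence ratio across the kinetic read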
Target sequence (P08912 whole entry, looked up): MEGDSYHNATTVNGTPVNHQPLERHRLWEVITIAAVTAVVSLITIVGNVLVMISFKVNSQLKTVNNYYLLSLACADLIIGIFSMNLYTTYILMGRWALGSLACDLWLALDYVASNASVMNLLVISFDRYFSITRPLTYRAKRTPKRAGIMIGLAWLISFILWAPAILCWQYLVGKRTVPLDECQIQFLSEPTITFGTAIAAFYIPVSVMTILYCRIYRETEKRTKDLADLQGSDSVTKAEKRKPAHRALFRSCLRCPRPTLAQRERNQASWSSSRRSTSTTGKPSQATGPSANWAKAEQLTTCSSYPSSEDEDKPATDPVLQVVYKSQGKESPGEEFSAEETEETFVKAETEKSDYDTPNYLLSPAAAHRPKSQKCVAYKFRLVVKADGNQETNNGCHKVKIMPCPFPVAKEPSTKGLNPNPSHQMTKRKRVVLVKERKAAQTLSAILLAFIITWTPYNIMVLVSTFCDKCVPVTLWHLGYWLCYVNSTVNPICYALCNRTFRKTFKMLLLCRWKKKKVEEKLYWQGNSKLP
CHRM4 agonist – CHRM4 agonism in calcium assay; CHO-K1 hM4/Gqi5, Fluo-8 calcium fluorescence; vehicle 0%, full acetylcholine response 100%; P08173; activation, % at 3 µM; hit rate 0.14% among 360,000;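 active = activation above the run mean over all test wells plus 3 SD, cut at about 32% in these data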;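 also: peak over basal fluorescence ratio per well then scaled between controls; 0% = DMSO wells and 100% = acetylcholine at EC100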
M5 PAM – potentiates acetylcholine response at human M5 receptor; P08912; CHO-K1 hM5, Fluo-8 calcium, ACh EC20 PAM; 0% = ACh EC20, 100% = ACh EC100; activation, % at 3 µM; hit rate 0.3% among 360,000;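 active = activation above the run cutoff, the mean activation of all test compounds plus 3 SD, cut at about 18% in these data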
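Probe or stimulus: acetylcholine, EC20 level; Assay system: human M5 receptor in CHO-K1 cells; Schedule: compound preincubation 140 s before EC20 acetylcholine addition; Technique: intracellular calcium via Fluo-8 fluorescence; Dosing: single-point, 3 µM nominal; Read-out basis: percent activation from peak-over-basal fluorescence ratio, scaled EC20-to-EC100 acetylcholine; Repeats: one well per compound, no replicates.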
CRFR2-BP ag – agonists of human CRF-binding protein/CRF-R2 receptor complex | AID 588473 | hit rate 0.46% among 350,000 | activation, % at 13.2 µM | HEK293 CRF-R2/CRF-BP, calcium dye fluorescence (FLIPR); percent of saturating CRF peptide response;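 active = activation of at least 50%, plus an integration ratio under a set limit after plate pattern correction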;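 also: plate controls were neutral control wells without compound for no effect and CRF at EC100 for full effect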
CHRM5 antagonist – blocks acetylcholine activation of human M5 receptor | inhibition, % at 3 µM | CHO-hM5 cells, Fluo-8 calcium fluorescence, ACh EC80 | P08912 | AID 624040 | hit rate 0.59% among 360,000;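 active = inhibition above a per-plate cutoff, the mean of that plate's test compounds plus 3 SD, cut at about 27% in these data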;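 also: 0% = acetylcholine EC80 with DMSO and 100% = DMSO without agonist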
Starred values were filed as active, the others as inactive; nt = not tested or not shown. Outcome played no part in choosing rows, and some 2.9% of all compounds hit somewhere here.

Values run as follows: IDE cell inh, M4 PAM, CHRM4 antagonist, CRFR2-BP antag, CHRM5 agonist, CHRM4 agonist, M5 PAM, CRFR2-BP ag, CHRM5 antagonist
COP(=O)(OC)C(Nc1ccc(C)cc1)c1ccc(Br)cc1 (configuration not stated)
→ nt, 5, -5, 9, -10, 1, 3, -0.5, -2
c1ccc(-c2nnsc2-c2nc3ccccc3[nH]2)cc1
→ nt, -9, 3, 6, 2, 13, -10, 39, 6
CCOc1ccc(C(=O)NC(=S)Nc2cccc(S(=O)(=O)NC3=NCCC3)c2)cc1
→ 0, -8, 2, -8, -3, 14, -6, 0.6, 8
CCC1=C(OC(=O)N(CC)CC)N2C(=O)OC(=NCCc3c[nH]c4ccccc34)[C@]2(Cc2ccccc2)[C@H]2C1=CC[C@H]1C(=O)NC(=O)[C@H]12
→ 7, 3, -4, -10, 1, 0, 2, -1.9, 1
CC(C)[C@H](NC(=O)N1CCn2c1nc1ccccc12)C(=O)N[C@H](Cc1ccccc1)C(=O)O
→ 10, -5, -4, -1, 1, 0, 4, -0.1, 0
CC1(NC(=S)NCCO)CCS(=O)(=O)C1 (configuration not stated)
→ -1, 17, -6, -11, -1, 1, -1, 4.0, 3
CCN(C(=O)CCS(=O)(=O)c1cccc2nonc12)c1ccc(C)c(C)c1
→ -4, -4, -2, -4, -2, 2, 0, -0.5, 7
COc1ccccc1CNC(=O)CN(C)CC(=O)Nc1ccc(F)c(F)c1F
→ -2, 3, 5, 7, 4, 1, 2, -0.6, -5
COc1ccc(-c2cc(=O)c3cc(F)ccc3[nH]2)cc1
→ 0, 1, 9, 4, 9, 2, -4, -0.9, 9
O=C(CCn1cccc1)NCc1ccccc1
→ 5, 5, 0, -13, -2, 0, 6, -0.6, -1
CCCN1CCN(C(=O)c2cc(COc3ccc(F)cc3F)on2)CC1
→ 6, -4, -5, -6, -5, 1, -6, -0.8, 1
CCCCOC(=O)c1ccc(NC(=O)c2ccc(F)cc2F)cc1
→ 1, 1, -8, 6, 3, 5, 9, 0.3, -2
Cc1cccc(NC(=O)[C@H](Cc2ccccc2)NC(=O)OCc2ccccc2)c1
→ -2, -7, -18, -30, -3, 1, -8, -0.6, 1
Cc1ccc(F)c(Oc2cc(NN3CCCCC3)c([N+](=O)[O-])cc2[N+](=O)[O-])c1
→ 3, 15, -14, -1, 3, 2, 7, 1.4, 0
O=C(N[C@@H](Cc1ccccc1)C(=O)O)c1c(F)c(F)c(F)c(F)c1F
→ 5, 8, -6, 2, 2, 2, 3, 0.2, 5
CCN(CC)c1ccc(NC(=O)c2ccc(Cl)nc2)cc1
→ -1, 1, 2, -7, -6, 1, -6, -0.7, 11
Cn1nnnc1SCC(=O)N1CCN(c2ccc(Cl)cc2)CC1
→ 2, -2, -8, 21, -4, 3, -8, -0.3, 7
CCOCCCNC(=O)c1ccccc1Br
→ 3, 3, -1, 12, 0, 1, 4, -0.2, 1
COc1ccc2nc3c(cc2c1)c(NC(=O)CC(C)C)nn3CC(C)C
→ 0, -4, -3, -11, -2, 2, -5, 0.7, 11
CCC(CCC(=O)NNC(=O)Cc1ccc([N+](=O)[O-])cc1)C(=O)O (configuration not stated)
→ 1, -4, 0, 0, 0, 0, 0, 0.6, 9

Exported as tab-separated lines: seven of the compounds above.
Molecule	IDE cell inh	M4 PAM	CHRM4 antagonist	CRFR2-BP antag	CHRM5 agonist	CHRM4 agonist	M5 PAM	CRFR2-BP ag	CHRM5 antagonist
O=C(CCn1cccc1)NCc1ccccc1	5	5	0	-13	-2	0	6	-0.6	-1
CCN(C(=O)CCS(=O)(=O)c1cccc2nonc12)c1ccc(C)c(C)c1	-4	-4	-2	-4	-2	2	0	-0.5	7
Cc1ccc(F)c(Oc2cc(NN3CCCCC3)c([N+](=O)[O-])cc2[N+](=O)[O-])c1	3	15	-14	-1	3	2	7	1.4	0
Cc1cccc(NC(=O)[C@H](Cc2ccccc2)NC(=O)OCc2ccccc2)c1	-2	-7	-18	-30	-3	1	-8	-0.6	1
CCN(CC)c1ccc(NC(=O)c2ccc(Cl)nc2)cc1	-1	1	2	-7	-6	1	-6	-0.7	11
c1ccc(-c2nnsc2-c2nc3ccccc3[nH]2)cc1	nt	-9	3	6	2	13	-10	39	6
CC1(NC(=S)NCCO)CCS(=O)(=O)C1 (configuration not stated)	-1	17	-6	-11	-1	1	-1	4.0	3

Further records:
Values run as follows: IDE cell inh, M4 PAM, CHRM4 antagonist, CRFR2-BP antag, CHRM5 agonist, CHRM4 agonist, M5 PAM, CRFR2-BP ag, CHRM5 antagonist
CC(=O)c1ccc(N2CCN(c3ncccn3)CC2)c([N+](=O)[O-])c1
→ -1, -6, 5, 2, 1, 8, -6, -0.1, 18
Cc1ccc(NS(=O)(=O)c2cc3[nH]c(=O)c(=O)[nH]c3cc2C)c(C)c1
→ 4, -3, 0, 17, 1, 0, -2, 0.4, 1
NC(=O)C[n+]1cccc(/C=N/O)c1
→ 9, 8, -6, 2, -2, 0, 6, 0.9, 2
CCc1ccccc1NC(=O)N1CCC(NC(=O)C(Cc2ccc(OC)c(OC)c2)NC(C)=O)CC1 (configuration not stated)
→ 5, 6, -6, -8, -3, 1, 2, 0.4, -6
O=C(CCCCCCCC(=O)NCC1CCCO1)NCC1CCCO1 (configuration not stated)
→ 7, 24, 3, -6, 2, 1, 2, 0.8, -11
CCCN(CCC)C(=O)CSc1nc2n[nH]c(C)c2c(=N)n1-c1ccc(OCC)cc1
→ 2, 16, -2, -1, -4, -1, -5, -0.7, -2
Cc1ccc(S(=O)(=O)NC(=O)c2cccc(C)c2)cc1
→ -6, 1, 7, -10, -4, 2, -3, 0.8, 3
COC(CNC(=O)c1cc(C(=O)c2c(-c3c(Cl)cccc3Cl)noc2C)c[nH]1)OC
→ -7, -2, 7, 11, -1, 2, -2, -0.8, -4
CC(C)(C)Cc1c(-c2ccc(C#N)cc2)nc2ccc(Cl)cn12
→ nt, -2, -8, -1, 2, 1, 3, 5.8, -5
C[C@@H](O)C1NC(=O)[C@H](CCCCN)NC(=O)c2cc([N+](=O)[O-])cc(I)c2OCC[C@@H](C(N)=O)NC1=O (some centres not stated)
→ 1, 0, 10, 7, 1, 0, -4, -0.5, 16
N#Cc1cc2c(nc1SCC(O)CS(=O)(=O)Cc1ccc(Cl)cc1)CCCC2 (configuration not stated)
→ 5, -1, -10, -39, 1, 11, -7, 0.9, 4
CCOc1cc(-c2nc3cc(C)ccn3c2NCC2CCCO2)ccc1O (configuration not stated)
→ 2, 4, 5, 7, -1, 1, 2, -0.1, -3
O=C1OC(N2CCN(C(=O)c3ccco3)CC2)c2ccccc21 (configuration not stated)
→ -1, 2, 1, -6, -7, 0, -5, 0.1, 7
CCCc1cc(C(=O)Nc2cc(OC)c(Cl)cc2OC)no1
→ 1, 2, -20, 11, -3, -1, 1, -1.1, -5
CCn1c(/C=C/c2ccccc2C)nc2ccccc2c1=O
→ -1, -9, 5, -13, -5, 2, -5, -1.6, 2
CCN(CC)C(=O)C1=C(C)N(Cc2ccc(OC)cc2)C(=O)C(CC(=O)NCCCCc2ccccc2)C1 (configuration not stated)
→ nt, 2, -6, 8, -3, 2, 7, -0.7, -16
Cc1ccc(C(=O)n2nc(-n3cccc3)c3c(C)cc(C)nc32)cc1
→ nt, 0, 3, 10, -6, 0, 1, 0.7, 1
O=C(NCC(=O)N1CCC2(CC1)NCCc1[nH]cnc12)c1ccccc1F
→ 6, -1, 5, -4, -2, 0, -2, -1.1, 9
COC(C[C@H](O)[C@@H](C)[C@@H](O)COCc1ccccc1)OC
→ nt, 5, -1, -4, 2, 0, 12, 0.6, -1
CN(CC(=O)Nc1c(Cl)cccc1Cl)C(=O)c1cc2ccccc2cc1O
→ 1, 6, -14, 2, -3, 6, -12, 0.0, -5

Values run as follows: IDE cell inh, M4 PAM, CHRM4 antagonist, CRFR2-BP antag, CHRM5 agonist, CHRM4 agonist, M5 PAM, CRFR2-BP ag, CHRM5 antagonist
Cc1ccc(OCCCn2ccnc2)c(Br)c1
→ -2, 0, -2, 10, -20, 2, -12, -1.9, 4
CN(C)c1ccc(-c2ccnc3c2CC(C)(C(=O)NCCC(F)(F)F)O3)cc1 (configuration not stated)
→ nt, -3, 5, nt, 0, -1, -2, nt, 11
Cc1ccc(C(=O)N(CN2CCCC2=O)c2ccc(F)cc2)cc1
→ 5, -4, 7, 7, -3, -1, 2, -0.8, 0
Cc1cn2c(=O)c(C(=O)N3CCN(c4ccccc4)CC3)cnc2s1
→ 4, 6, -20, 8, 2, 0, -2, -0.4, 0
O=C(CSc1nc(O)cc(=O)[nH]1)N1CCCc2ccccc21
→ 0, 7, -8, -34, -7, 1, -7, -3.7, -3
O=C(COC(=O)c1ccc([N+](=O)[O-])o1)Nc1cccc(S(=O)(=O)N2CCCCC2)c1
→ 3, -9, 2, -1, 7, 14, -6, -1.1, 10
Cc1ccc(CSc2nc3c(c(=O)[nH]c(=O)n3C)n2CCC(C)C)cc1
→ 4, 8, -9, -30, -2, -1, -2, -2.1, -1
COc1cc(CC(=O)OCC(=O)Nc2ccc(Cl)c(S(=O)(=O)N(C)C)c2)cc(OC)c1OC
→ 2, -5, 8, -3, 5, 13, -5, -0.7, 9
O=C1C(=Cc2cccc(Cl)c2)CCc2ccccc21
→ nt, -3, 3, nt, 4, -1, 2, nt, -9
Cc1ccc(NC(=O)CN2C(=O)N/C(=C\c3ccco3)C2=O)cc1
→ 1, -6, -2, 3, 0, 2, 2, -2.1, 8
Cc1cc(C)c2c(n1)nn1c(N3CCN(c4ccccc4)CC3)cc(C)nc21
→ 3, 11, -22, 26, -1, 0, -4, -2.4, -12
NC(=O)CC(NC(=O)Cc1ccc(Cl)cc1)c1ccc(NC2CCCC2)c([N+](=O)[O-])c1 (configuration not stated)
→ 1, 8, 2, 0, -1, 1, -1, -1.5, 8
COc1ccc(C(C)(C)C)cc1NC(=O)COc1ccc(-c2nnco2)cc1
→ -2, 7, 1, -26, 4, 4, -1, -0.8, 11
COc1cccc(C(=O)NCC(=O)N2CCN(c3ccc(C(F)(F)F)cn3)CC2)c1
→ nt, 2, -1, 1, 5, 11, 0, -2.2, 6
CCCCOC(=O)c1ccc(N2C(=O)CC(N3CCN(C/C=C/c4ccccc4)CC3)C2=O)cc1 (configuration not stated)
→ -1, -15, 14, -30, -1, 8, -7, 2.9, 16
CC(C)CNS(=O)(=O)c1cc(C(=O)OC2CCOC2=O)c(Cl)cc1Cl (configuration not stated)
→ -2, -6, -6, -10, -1, 1, -4, 0.1, 15
C/C(=N\N1CCN(c2ccc(Cl)cc2)CC1)c1ccco1
→ 11, -8, -3, 4, -2, 0, -1, -0.1, -1
CCOC(=O)c1c(-c2ccccc2)csc1NC(=O)CSc1nncs1
→ -9, -8, -20, -9, -1, 6, -11, -5.5, -1

Reprinted from above (2 entries):
Values run as follows: IDE cell inh, M4 PAM, CHRM4 antagonist, CRFR2-BP antag, CHRM5 agonist, CHRM4 agonist, M5 PAM, CRFR2-BP ag, CHRM5 antagonist
C/C(=N\N1CCN(c2ccc(Cl)cc2)CC1)c1ccco1
→ 11, -8, -3, 4, -2, 0, -1, -0.1, -1
CCOC(=O)c1c(-c2ccccc2)csc1NC(=O)CSc1nncs1
→ -9, -8, -20, -9, -1, 6, -11, -5.5, -1
